tim23-1 inh: tim23-1 yeast growth inhibition. S. cerevisiae tim23-1 growth, BacTiter-Glo luminescence, 24 h. inhibition, % at 20 µM. 330,000 tested, 1.3% active;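 active = growth inhibition of the mutant yeast at or above 50%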;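 also: temperature-sensitive mutant grown at 25 °C; plate controls were DMSO-treated mutant yeast for no effect and medium wells lacking yeast for full effect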
NLRP3 yeast inh: blocks the NALP3 inflammasome reconstituted in yeast; Yeast reconstituted NLRP3/ASC/caspase-1, beta-gal luminescence, 24 h; inhibition, % at 10 µM; 330,000 tested, 0.39% active; AID 2825;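 active = inhibition of 50% or more; inactive = inhibition below 50%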;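 also: plate controls were induced DMSO wells for no effect and uninduced yeast grown without galactose for full effect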
TIM10 inh: inhibits growth of TIM10 yeast strain. AID 463195. 330,000 tested, 1.4% active. inhibition, % at 10 µM. S. cerevisiae TIM10 strain growth, BacTiter-Glo luminescence, 24 h;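 active = inhibition of 40% or more at the single tested concentration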;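 also: wild-type TIM10 isogenic control strain grown at permissive 25 °C; 0% = DMSO yeast wells and 100% = minimal medium wells without yeast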
APJ agonist: activates the human apelin receptor APJ; P35414; 330,000 tested, 0.11% active; activation, % at 20 µM; CHO-K1 APJ PathHunter beta-arrestin, luminescence; 0% DMSO wells, 100% apelin;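 active = activation more than six SD over the plate average, tested at 20 µM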;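 also: 0% = DMSO alone and 100% = apelin-13 at 10 nM; some results filed as inactive read as strong as hits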
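Assay system: CHO-K1 cells stably expressing ProLink-tagged human APJ and arrestin–beta-gal acceptor. Compound dosing: 20 µM single point, 1% DMSO. Times: 16-18 h seeding, 90 min dark compound exposure, 60 min detection. Detection: beta-gal luminescence. Evaluation: APJ–arrestin association signal. Controls: negative DMSO alone, positive Apelin-13 at 10 nM.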
NR3A LBD binder: NR3A (human) ligand-binding domain modulation | NR3A LBD differential scanning fluorimetry, Tm shift; 0% = protein alone, 100% = glycine-bound protein | Tm shift relative to glycine control, % at 25 µM | 340,000 tested, 2.5% active | AID 1259313;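 active = melting temperature shift of at least 10% of the positive control shift, at one fixed dose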
Mdm2 MdmX PPI: disrupts the human Mdm2-MdmX interaction; O15151+Q00987; SaOS-2 split-luciferase Mdm2/MdmX complementation, luminescence; inhibition, % at 8 µM; 330,000 tested, 3% active; AID 485346;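 active = inhibition of at least 50% at 8 µM in the primary screen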
Target sequence (O15151 whole entry, looked up): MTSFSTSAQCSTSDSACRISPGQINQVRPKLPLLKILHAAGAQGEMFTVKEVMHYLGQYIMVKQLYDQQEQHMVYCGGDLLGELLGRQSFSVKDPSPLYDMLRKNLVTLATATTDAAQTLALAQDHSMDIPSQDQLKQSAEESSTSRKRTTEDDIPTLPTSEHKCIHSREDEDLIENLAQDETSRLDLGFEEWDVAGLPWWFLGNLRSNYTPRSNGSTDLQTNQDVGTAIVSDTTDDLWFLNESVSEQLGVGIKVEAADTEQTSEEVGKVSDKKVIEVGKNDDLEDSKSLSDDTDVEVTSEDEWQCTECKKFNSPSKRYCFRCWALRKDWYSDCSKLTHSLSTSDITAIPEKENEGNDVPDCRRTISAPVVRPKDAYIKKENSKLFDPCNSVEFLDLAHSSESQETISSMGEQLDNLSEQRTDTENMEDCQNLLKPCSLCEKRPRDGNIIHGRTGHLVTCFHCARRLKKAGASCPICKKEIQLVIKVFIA
Target sequence (Q00987 whole entry, looked up): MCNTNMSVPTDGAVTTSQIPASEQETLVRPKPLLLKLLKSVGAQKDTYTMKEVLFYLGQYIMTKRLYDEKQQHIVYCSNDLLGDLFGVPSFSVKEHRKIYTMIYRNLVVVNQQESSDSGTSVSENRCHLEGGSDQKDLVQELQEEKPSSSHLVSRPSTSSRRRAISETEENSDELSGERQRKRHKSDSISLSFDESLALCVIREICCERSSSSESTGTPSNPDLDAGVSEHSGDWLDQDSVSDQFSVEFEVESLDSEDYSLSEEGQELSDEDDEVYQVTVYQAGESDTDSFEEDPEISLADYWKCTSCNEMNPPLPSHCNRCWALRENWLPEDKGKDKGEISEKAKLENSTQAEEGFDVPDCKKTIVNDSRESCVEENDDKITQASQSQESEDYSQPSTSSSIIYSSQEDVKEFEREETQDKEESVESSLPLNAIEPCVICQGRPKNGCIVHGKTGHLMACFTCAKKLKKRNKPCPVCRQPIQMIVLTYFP
XBP1 UPR activ: adaptive UPR (XBP1) activation. CHO-XBP1 luciferase reporter, IRE1-XBP1 UPR activation, luminescence; percent of tunicamycin response, DMSO as zero. activation, % at 20 µM. 330,000 tested, 0.33% active. AID 463104;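 active = versus positive control, 20 µM dose yields 30% or more activation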;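 also: 100% = tunicamycin at 10 µg/mL and 0% = DMSO only wells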
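Assay system: IRE1-XBP1 luciferase reporter CHO line. Input: 1000 cells/well. Buffer or medium: F12 with 10% serum. Doses: 20 µM, 1% DMSO. Times: overnight seeding at 37 °C, 6 h compound treatment at 37 °C. Technique: Steady-Glo luciferase glow luminescence, 10 min after reagent addition.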
tim10-1 inh: inhibits growth of tim10-1 mutant yeast; S. cerevisiae tim10-1 ts strain growth, BacTiter-Glo, 24 h; inhibition, % at 20 µM; 330,000 tested, 2.2% active; AID 463190;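 active = inhibition of at least 40%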;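 also: mutant grown at 25 °C; 0% = DMSO wells with yeast and 100% = wells holding no yeast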
UPR CHOP act: activators of apoptotic arm of unfolded protein response (CHOP); 330,000 tested, 0.34% active; CHO-CHOP luciferase reporter, UPR activation, luminescence; percent of tunicamycin response over DMSO baseline; AID 449763; activation, % at 10 µM;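 active = at 10 µM dose, activation of 40% or more, normalized to positive control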;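 also: 100% = tunicamycin at 10 µg/mL and 0% = DMSO alone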
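Assay system: CHO-CHOP cells, stable luciferase reporter of PERK-eIF2a-CHOP signalling / Buffer or medium: F12 plus 10% serum / Compound dosing: one dose, 10 µM in 0.5% DMSO / Times: 6 h compound treatment, 37 °C / Technique: luciferase luminescence / Read-out: % reporter activation, DMSO baseline versus tunicamycin full activation / Benchmarks: tunicamycin and DMSO controls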
* hit, by the source's call; x = not tested or not shown.

SMILES	tim23-1 inh	NLRP3 yeast inh	TIM10 inh	APJ agonist	NR3A LBD binder	Mdm2 MdmX PPI	XBP1 UPR activ	tim10-1 inh	UPR CHOP act
C=CCN(C(=O)CCc1ccccc1OC)c1nc(-c2ccc(S(C)(=O)=O)cc2)cs1	4	18	17	0	-4	32	0	7	9.2
CN(Cc1ccc(F)cc1)C(=O)c1cc(COc2ccc(-n3cncn3)cc2)on1	59*	13	41*	0	3	2	-1	53*	1.7
CCCOc1ccc(N2C(=O)CC(N3CCOCC3)C2=O)cc1 (stereo unspecified)	17	4	16	1	1	4	-4	-1	-1.7
CCCCn1c(C)nc2cc(S(=O)(=O)N3CCOCC3)ccc21	5	-2	-4	-3	1	7	-4	8	-2.0
CC1=CN(S(=O)(=O)c2ccc(C)cc2)C[C@@H]2[C@H]3CC[C@H](C3)[C@H]12	50	x	8	x	1	21	1	28	1.6
CCOC(=O)N/C(N)=N/c1nc2ccccc2s1	34	35	26	-7	1	-116	4	17	5.3
CC(=O)Nc1ccc(-c2ccccc2)s1	12	14	-6	-3	0	0	-2	1	-0.9
CCOc1ncccc1C(=O)OCC(=O)c1ccc(F)cc1	14	8	3	-4	-2	18	-1	11	2.0
CC(C)C1N(C(=O)N2CCOCC2)CCN1S(=O)(=O)c1ccccc1 (stereo unspecified)	-2	20	11	-1	0	-8	-3	-5	0.7
O=C(O)C(Cc1c[nH]c2ccccc12)NS(=O)(=O)c1ccc(Br)cc1 (stereo unspecified)	7	6	6	-2	3	20	0	1	1.9
CSc1nc(C)cc(-c2cc(C(=O)Nc3ccccc3)on2)n1	16	27	9	0	x	10	-1	16	-1.2
CCOC(=O)N1CCN(C(=O)CCCn2c(=O)[nH]c3ccccc3c2=O)CC1	10	18	-9	0	-1	-17	4	3	-1.2
O=C(c1ccc2c(c1)OCCO2)C1CCN(S(=O)(=O)c2cccc(F)c2)CC1	28	35	25	-4	1	12	-2	35	-0.4
COc1ccc(NC(=O)c2ccc(NC(=O)CN(C)CC(=O)Nc3c(C)cccc3C)cc2)cc1	7	1	0	-5	6	-4	1	11	-0.3
C=CCNC(=O)c1ccc(CN(c2ccc(OCC)cc2)S(=O)(=O)c2ccc(C)cc2)cc1	17	13	14	-4	1	50	-3	8	0.9
COC(=O)[C@H](CCSC)NC(=O)Cn1ccc(NC(=O)OCc2ccccc2)nc1=O	4	-7	4	-4	-3	-10	0	-1	-0.9
COC(=O)c1cccc(NC(=S)NC(C)C)c1	10	8	3	-1	-4	-5	2	1	-1.0
Nc1cc(Nc2ccccc2)c2nonc2c1[N+](=O)[O-]	6	8	15	-1	0	20	0	6	-2.3
CCNC(=S)N(CCc1c(C)[nH]c2ccc(Cl)cc12)Cc1cccnc1	23	4	-5	0	-8	-10	-2	10	-1.7
Cc1ccc(/C=C/C(=O)Nc2cccc3cccnc23)o1	15	16	31	0	-3	-35	-1	20	4.4
Cc1ccc(N2C(=O)c3ccccc3C2=O)cc1C	4	27	-3	-5	-1	8	4	8	5.8
C=C(C)CNC(=O)c1ccc(OC2CCN(S(=O)(=O)N(C)C)CC2)cc1	9	13	7	0	2	0	0	8	0.0
CSc1ncccc1C(=O)Nc1ccc2c(c1)OCO2	-6	17	-2	-2	-2	0	1	-23	2.6
COc1cc(F)c(C(=O)NC(C)(C)CO)cc1OC	0	19	-2	3	3	10	-1	6	-0.1
CC(C)n1c(N2CCN(C(=O)NCc3ccccc3)CC2)nc2ccccc21	13	-4	1	4	-2	5	-2	12	2.1
Next part.
SMILES	tim23-1 inh	NLRP3 yeast inh	TIM10 inh	APJ agonist	NR3A LBD binder	Mdm2 MdmX PPI	XBP1 UPR activ	tim10-1 inh	UPR CHOP act
COc1ccc(S(=O)(=O)NCC2CCCN(C(=O)c3cccnc3C)C2)cc1 (stereo unspecified)	-1	21	-15	0	0	5	-3	-12	-3.0
O=C1COc2ccc3ccccc3c21	-7	7	-15	-2	0	17	-3	10	0.2
Cc1cccc(C2=NN(c3ccccc3)[C@@H](C(=O)N3CCOC3=O)[C@@H]2c2ccc(F)cc2)c1	45	x	9	x	-5	23	-1	25	2.0
CCOC(=O)N1CCN(C(=O)CN(c2ccc(OC)cc2)S(C)(=O)=O)CC1	7	-1	13	-2	0	-7	3	2	-1.4
COc1cccc(OC)c1C(=O)Nc1nnc(C(C)C)s1	18	17	9	-1	-4	-14	-1	0	-1.1
O=C(CC1Sc2ncnn2C1=O)Nc1ccccc1 (stereo unspecified)	19	9	28	-1	0	-25	-3	35	1.2
Cc1nc(CNC(=O)c2cc(COc3ccc(F)cc3Cl)on2)cs1	26	9	25	1	0	22	-1	25	-1.7
CCc1ccc2c(CN(CC)Cc3nc4ccccc4c(=O)[nH]3)cc(=O)oc2c1	4	12	7	-5	3	10	-1	10	0.4
CSc1ccc(C2c3[nH]c4ccccc4c3CCN2C(=O)c2cc(C)n(C)n2)cc1 (stereo unspecified)	9	23	-9	1	x	-93	14	8	3.1
Cc1ccccc1C(=O)Oc1ccc(Sc2ccc(O)cc2)cc1	57*	21	26	-3	x	24	2	22	4.0
C=CCC1c2cccc(C(=O)OC)c2C(=O)N1c1ccccc1 (stereo unspecified)	4	15	8	-1	-1	16	1	19	0.1
COc1cccc(-c2cc(C(=O)NCc3cccs3)no2)c1	8	1	-3	-3	1	-85	0	-7	4.9
C[C@@H]1CN([C@@H](C)CO)C(=O)c2cc(NS(=O)(=O)c3cccs3)ccc2O[C@H]1CN(C)Cc1ccc(C(F)(F)F)cc1	7	10	8	-3	0	29	2	10	0.7
CCOC(=O)C1=C(N)OC2=C(C(=O)CC(C)(C)C2)C1c1ccc(CC)s1 (stereo unspecified)	29	4	7	-2	-2	3	-4	34	0.4
CCOC(=O)c1c(C)[nH]c(C(=O)OCC(=O)Nc2sccc2C(N)=O)c1C	19	-6	25	32*	29*	56*	5	18	1.7
CC[C@]12c3[nH]c4ccccc4c3CCN1C(=O)C(CC(=O)NCC13CC4CC(CC(C4)C1)C3)C[C@@H]2C(=O)N1CCN(C(=O)C2CC2)CC1 (stereo partly specified)	-7	3	9	-2	-3	41	5	-2	4.2
CCOC(=O)c1ccc(NC(=O)c2nc(S(=O)(=O)Cc3ccccc3)ncc2Cl)cc1	31	2	0	-3	-10	49	-9	55*	-9.3
c1cncc(CNc2ncnc3ccc(-c4ccc5c(c4)OCO5)cc23)c1	27	1	1	-1	-6	-8	-1	8	-0.9
CCCCOC(=O)Nc1ccccc1C(=O)N1CCCC1	-2	9	-1	-4	-4	-4	-1	-4	0.0
O=C(Nc1cccc(Cl)c1)c1nc[nH]c1C(=O)NCCN(CCNC(=O)c1[nH]cnc1C(=O)Nc1cccc(Cl)c1)CCNC(=O)c1[nH]cnc1C(=O)Nc1cccc(Cl)c1	-5	16	7	-4	-3	75*	-2	-14	2.1
COc1ccc(CCNC(=O)COc2ccc(S(=O)(=O)NC3CCCCC3)cc2Cl)cc1OC	12	4	13	-2	-3	15	-4	15	-1.2
Cc1ccc(NC(=O)C2(c3ccccc3)CCOCC2)cc1	-3	10	16	-2	-2	15	-3	13	1.8
C=CCn1c(C)nnc1SCC(=O)NC1CCCCC1	-1	15	6	0	5	18	-3	-15	0.0
CC(C)=Cc1oc2ccc([N+](=O)[O-])cc2c1N1CCOCC1	-3	-16	-1	-4	0	4	-2	21	0.2
O=C(c1ccco1)N1CCN(S(=O)(=O)c2ccc(S(=O)(=O)NC3CCCC3)cc2)CC1	-6	10	3	-3	-17	27	-2	-2	-2.2
The list goes on:
SMILES	tim23-1 inh	NLRP3 yeast inh	TIM10 inh	APJ agonist	NR3A LBD binder	Mdm2 MdmX PPI	XBP1 UPR activ	tim10-1 inh	UPR CHOP act
CCOc1cc(C2C(C#N)=C(N)Oc3n[nH]c(-c4ccccc4)c32)ccc1O (stereo unspecified)	21	-29	14	-7	-1	-1	2	26	0.2
CN(C(=O)COC(=O)c1ccc([N+](=O)[O-])cc1Cl)C1CCCCC1	32	-9	12	5	1	5	0	21	1.2
CC(=O)N(C)c1nc(N)n(-c2ccccc2)n1	7	-1	4	-3	1	19	0	6	-2.1
O=C(OCc1c(-c2ccccc2)ncc2ccccc12)c1ccccc1C(F)(F)F	24	31	3	-2	-21	28	3	-5	0.7
Cc1cccn2c(CNCC(C)Oc3cccnc3)c(C(=O)N3CCOCC3)nc12 (stereo unspecified)	3	1	1	-4	-2	1	-2	14	0.9
COC(=O)c1c(NC(=O)CN(c2ccc(C)c(C)c2)S(C)(=O)=O)sc2c1CCCC2	20	14	2	1	-8	0	2	-1	4.8
O=S(=O)(c1cc(F)ccc1F)N1CCC2(CC1)OCCN2S(=O)(=O)c1ccccc1	41	-1	4	-8	-1	16	-1	23	-0.5
COc1ccccc1N(CC(=O)NC1CCCCC1)S(=O)(=O)c1ccccc1	30	13	22	-5	-1	-7	-2	21	0.5
CS(=O)(=O)c1ccc(C(=O)NCC(c2ccco2)N2CCCCC2)cc1 (stereo unspecified)	12	9	-2	-3	-1	-9	-1	19	-0.4
CCOC(=O)C1=C(CS(=O)(=O)c2ccccc2)NC(=O)NC1c1ccccc1 (stereo unspecified)	8	-13	-10	-3	3	-1	-4	8	0.4
CC[C@@]12C(=O)N(c3cccc(Cl)c3)C(=O)N1[C@H](c1cccc(C)c1)[C@@H]1C(=O)N(Cc3ccccc3)C(=O)[C@@H]12	10	9	10	-1	-6	12	-1	8	2.8
Cc1nn(-c2ccccc2)nc1CNC(=O)c1ncoc1-c1ccccc1	11	22	13	-6	-1	13	0	6	-1.7
O=C(/C=C/Nc1ccc(F)c(F)c1)c1ccc(Br)cc1	13	17	20	-2	-6	-208	1	7	6.5
Fc1cccc(Cl)c1CSc1ccc(-c2cccnc2)nn1	32	23	17	0	-1	15	2	17	3.9
CC1(NC(=O)CCc2ccccc2)CCN(CCCc2ccccc2)C1=O (stereo unspecified)	21	16	15	0	-1	-1	-2	20	2.6
O=C(Nc1nnc(S(=O)(=O)N2CCCC2)s1)c1ccccc1Cl	10	10	4	-1	-13	9	-2	-5	0.6
COc1ccc(Cl)cc1NC(=S)N1CCCCCC1	22	8	11	-6	-1	-3	0	27	3.0
CSc1ccccc1C(=O)Nc1ccc2c(c1)OCCO2	2	32	14	-2	4	-39	2	7	3.6
OC(CN1CCCCC1)Cn1c2ccccc2c2cc(Br)ccc21 (stereo unspecified)	-141	24	-228	2	-8	29	-1	-45	0.6

3 of the compounds above, comma-delimited:
compound,tim23-1 inh,NLRP3 yeast inh,TIM10 inh,APJ agonist,NR3A LBD binder,Mdm2 MdmX PPI,XBP1 UPR activ,tim10-1 inh,UPR CHOP act
CN(C(=O)COC(=O)c1ccc([N+](=O)[O-])cc1Cl)C1CCCCC1,32,-9,12,5,1,5,0,21,1.2
CC(=O)N(C)c1nc(N)n(-c2ccccc2)n1,7,-1,4,-3,1,19,0,6,-2.1
O=C(OCc1c(-c2ccccc2)ncc2ccccc12)c1ccccc1C(F)(F)F,24,31,3,-2,-21,28,3,-5,0.7

Screens (PubChem BioAssay)
